IL1B secr inh – qHTS for Inhibitors of Inflammasome Signaling: IL-1-beta AlphaLISA Primary Screen | THP-1 LPS/ATP IL-1B secretion, AlphaLISA, 16 h; stronger effect = lower value | activity change, % at 57.5 µM | actives 4.7% (n = 360,000) | AID 743279, 2014; in the data active means activity change below about -50%; inconclusive means mostly about -30% to -49%; further: on the % scale 0 is the no-effect control and ±100 the full control effect
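THP-1 cells pretreated 1 hr with compounds (up to 57.5 uM final), then stimulated with LPS (250 ng/mL final) plus ATP (1.25 mM final); secreted IL-1B measured by AlphaLISA after 16 hr, decreased signal indicating inhibition.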
SW480 rereplic – A quantitative high throughput screen for small molecules that induce DNA re-replication in SW480 colon adenocarcinoma cells; SW480 DNA re-replication, Hoechst DNA content imaging, 48 h; Potency, µM (series often up to 46.1 µM), inactives show at the highest dose re-replication activation, hits mostly activators; actives 1.8% (n = 340,000); further: potency means the concentration at half of the fitted maximal effect; % of control where 0% means no effect; nearly all actives have a fitted effect of over 55% in size
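250 cells/well; 23 nL cpd via pin tool; 48 hr, 37 C, 5% CO2; Hoechst 40 min; imager read of total nuclear intensity, ex 405/em 500-530 nm.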
HEK293 tox – qHTS of GLP-1 Receptor Inverse Agonists: Cytotox Screen; HEK293 cAMP-luciferase reporter cells, luminescence, 24 h; AID 624418, 2012; Potency, µM (doses to about 38.3 µM), for the others: top-dose activity change, negative = inhibition, usual class: inhibitors; actives 0.13% (n = 410,000);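 further: loss of luciferase light is scored as toxicity; potency means the concentration at half of the fitted maximal effect; on the % scale 0 is the no-effect control and ±100 the full control effect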
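MLSMR compounds, 24 hr on cells at 37 deg C/5% CO2; luminescence after luciferase reagent (12 min RT). Inhibition counted as the undesired cytotoxic outcome.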
HT1080-NT tox – qHTS for induction of synthetic lethality in tumor cells producing 2HG: qHTS for the HT-1080-NT fibrosarcoma cell line | actives 1.6% (n = 360,000) | Potency, µM (titrated, usually from 46.1 µM), without a hit: at the top dose activity, negative = less viability, hits mostly cytotoxic | HT-1080-NT fibrosarcoma viability, CellTiter-Glo ATP luminescence, 48 h | AID 686970, 2013;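 further: NT is the 2HG producing partner of a matched IDH1 knockdown line; potency means the concentration at half of the fitted maximal effect; 0% = DMSO-treated cells and -100% = media-only wells without cells; nearly all actives have a fitted effect of over 55% in size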
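750 cells/well, RPMI + 5% FBS; 2 h settle, compound pin-transfer, 48 h at 37 degrees C. CellTiter-Glo 10 min RT, luminescence. Normalized to DMSO and media-only wells.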
KB-3-1 cytotox – qHTS assay for MDR1-selective chemotherapeutics: Primary screen using the parental adenocarcinoma cell KB-3-1. KB-3-1 viability, CellTiter-Glo ATP luminescence, 72 h. Potency, µM (titrated, usually from 46.1 µM), without a hit: at the highest dose activity change, negative = cytotoxic, hits mostly cytotoxic. actives 1.4% (n = 400,000). AID 1347075, 2019; further: potency means the concentration at half of the fitted maximal effect; on the % scale 0 is the no-effect control and ±100 the full control effect; nearly all actives have a fitted effect of over 60% in size
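Using CellTiter-Glo luminescence, growth of non-resistant KB-3-1 adenocarcinoma cells is assessed 72 h after pin-tool compound addition at 37 °C. Normalized responses across the concentration series yield fitted curves.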
D3 ag – qHTS of D3 Dopamine Receptor Agonist: qHTS. D3R DiscoveRx beta-arrestin cells, luminescence, 90 min. max activation, %. actives 0.58% (n = 410,000). AID 652048, 2013; in the data active means max activation above about 30%; further: 0% is about no effect; mostly tested at two doses, the higher about 12 µM
Target sequence (P35462 whole entry, looked up): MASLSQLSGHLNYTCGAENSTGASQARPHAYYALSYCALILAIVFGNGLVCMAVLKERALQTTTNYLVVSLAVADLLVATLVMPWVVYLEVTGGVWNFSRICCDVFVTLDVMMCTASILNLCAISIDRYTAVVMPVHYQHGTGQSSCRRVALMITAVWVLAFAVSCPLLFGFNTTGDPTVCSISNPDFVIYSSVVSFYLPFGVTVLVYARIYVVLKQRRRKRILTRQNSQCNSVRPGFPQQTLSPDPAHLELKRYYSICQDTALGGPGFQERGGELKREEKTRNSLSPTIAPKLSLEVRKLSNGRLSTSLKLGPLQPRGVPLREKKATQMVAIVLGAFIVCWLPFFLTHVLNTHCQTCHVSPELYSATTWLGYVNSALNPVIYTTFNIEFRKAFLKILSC
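Agonist-mode cell screen: cells plated at 1500/well and incubated overnight at 37 °C, then exposed to library compounds for 90 min at 37 °C. Detection reagent was added for 30–60 min at room temperature, and luminescence was read.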
HT1080 IDH1KD tx – qHTS for induction of synthetic lethality in tumor cells producing 2HG: qHTS for the HT-1080-IDH1KD cell line; actives 2% (n = 360,000); HT-1080 IDH1 knockdown viability, ATP luminescence, 48 h; Potency, µM (series often up to 46.1 µM), inactives show at the highest dose activity, negative = toxicity, most hits filed as cytotoxic;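 further: potency means the concentration at half of the fitted maximal effect; 0% = DMSO wells and -100% = cell-free medium wells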
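Using the IDH1-knockdown HT-1080 line run in the same batch and compound series as the NT line, viability after 48 h at 37 °C was determined by CellTiter-Glo luminescence and expressed as % activity.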
KB-V1 MDR tox – qHTS assay for MDR1-selective chemotherapeutics: Primary screen using the drug-selected MDR subline cells KB-V1; KB-V1 MDR cells viability, CellTiter-Glo, 72 h; AID 1347076, 2019; Potency, µM (highest dose often 46.1 µM), for the others: at the highest dose activity change, negative = cytotoxicity, usual class: cytotoxic; actives 3.4% (n = 400,000); further: potency means the concentration at half of the fitted maximal effect; on the % scale 0 is the no-effect control and ±100 the full control effect; nearly all actives have a fitted effect of over 60% in size
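Cells of the MDR subline KB-V1 are plated, dosed with compound at multiple concentrations, and incubated 72 h at 37 degrees C; CellTiter-Glo is then added and luminescence read after 10 min.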
MCF10A rerep – A quantitative high throughput screen for small molecules that induce DNA re-replication in MCF 10a normal breast cells | actives 2.9% (n = 350,000) | MCF 10A DNA re-replication, Hoechst nuclear intensity, 48 h | Potency, µM (highest dose often 46.1 µM), for inactives: at the highest dose activity, positive = re-replication, usual class: activators; further: potency means the concentration at half of the fitted maximal effect; % of control where 0% means no effect; nearly all actives have a fitted effect of over 50% in size
* hit, by the source's call; ? = inconclusive; nt = no result given; & = joins results of further samples; ! = a repeat was not active; [ ] = another dose, or the depositor's remark. Unless noted, the call rests on the fitted dose curve; in most records, active means well fitted curve in the direction sought with a large enough effect; inconclusive means small, poorly fitted or top-dose-only effect, or another doubt; inactive means no such curve, though single readings can be large; an effect the other way counts as inactive or inconclusive.

SMILES	IL1B secr inh	SW480 rereplic	HEK293 tox	HT1080-NT tox	KB-3-1 cytotox	D3 ag	HT1080 IDH1KD tx	KB-V1 MDR tox	MCF10A rerep
Cc1ccc(C(=O)/C=C/Nc2ccccc2C(N)=O)o1	-16	1%	5%	-4%	1%	-5	?	-3%	4%
Cc1nc(S/C(=C\c2ccc(OCc3ccccc3Cl)cc2)C(=O)O)n[nH]1	13	1%	6%	3%	2%	4	7%	4%	?
CCCS(=O)(=O)N1CCCC(C(=O)N2CCN(C(=O)OCC)CC2)C1 (stereo not drawn)	1	4%	6%	14%	4%	-5	8%	7%	0%
COc1ccc(S(=O)(=O)NCc2ccc(C(=O)N3CCc4ccccc4C3)cc2)cc1	-2	-4%	-10%	4%	?	4	-1%	5.8µM*	2%
COc1ccccc1C(CNC(=O)CNC(=O)c1ccc(C)c(C)c1)N1CCCC1 (stereo not drawn)	-26	12%	68%[activator]	-5%	0%	-9	1%	?	14%
CCc1nc(SC)ncc1C(=O)N1CCN(c2cc(Cl)ccc2C)CC1	nt	nt	2%	nt	-7%	-9	nt	10%	nt
CN(C)c1ccc(C(CNC(=O)COc2ccccc2)N2CCOCC2)cc1 (stereo not drawn)	nt	nt	1%	nt	20%	1	nt	18%	nt
CCC(=O)N(CCc1ccccc1)Cc1cc2cc(OC)ccc2[nH]c1=O	3	-3%	-9%	4%	20%	0	4%	-16%	2%
Cn1c(=O)[nH]c(=O)c2c1nc(N1CCNCC1)n2Cc1cccc2ccccc12	13	1%	-2%	-15%	21%	-6	-11%	26%	?
CCc1cc2c(=O)c(-c3ccc4c(c3)OCCO4)coc2cc1OC(=O)c1ccco1	-15	10%	4%	?	-17%	0	-30%	?	?
C[C@@H]1NC(=O)/C(=C\c2ccccc2Br)NC1=O	-3	-11%	2%	18%	10%	-3	18%	0%	0%
CCN(CC)c1nc(NN)nc(Nc2ccc(C)c(Cl)c2)n1	-76*	?	?	-29%	-17%	-3	-26%	?	?
O=C1CN(C(=O)NCC(=O)N[C@H](Cc2ccccc2)C(=O)O)c2ccccc2N1	43	-3%	0%	9%	19%	5	6%	6%	-3%
CNc1cncc(-c2ccc(CN(C)C)cc2)n1	33	nt	4%	18%	0%	6	6%	0%	nt
C=C(C)Cn1c(=O)c2c(nc3n2CCN3c2cccc(Cl)c2C)n(C)c1=O	-10	-5%	6%	-9%	-2%	-5	-12%	?	-1%
CC(=O)NCCC(=O)Nc1ccc(C(N)=O)cc1	-1	-2%	14%	13%	5%	3	11%	5%	3%
Cc1c(Br)c([N+](=O)[O-])nn1CC(=O)N1CCc2ccccc2C1	9	-13%	-5%	9%	5%	-1	24%	16µM*	1%
C#CCN(C[C@@H]1[C@@H](OC(=O)NCC2CCCCC2)[C@@H](OC(=O)NCC2CCCCC2)CN(C(=O)OC(C)C)N1C(=O)OC(C)C)S(=O)(=O)c1ccc(C)cc1	-12	nt	9%	-2%	-3%	-9	-6%	0%	nt
CCCCn1nnnc1NCc1cccnc1	-3	?	55%[activator]	-1%	15%	-1	2%	16%	?
Nc1ncc(-c2ccc(F)cc2)nc1N1CCN(CCO)CC1	-9	nt	2%	1%	0%	-14	29%	3%	nt
CCCOc1ccc(CNC(=S)Nc2ccccc2)cc1Cl	-79*	?	?	-17%	-22%	-4	-28%	-1%	?
Cc1cc(NC(=O)c2ccco2)cc(-c2nc3cc(Cl)ccc3o2)c1O	nt	nt	-4%	nt	0%	7	nt	-13%	nt
Cc1ccc(C(=O)NNC(=O)c2ccc(NS(=O)(=O)c3cccs3)cc2)s1	-1	-1%	-6%	-8%	7%	-15	-9%	17%	1%
O=C(O)C(C1CCCCC1)C1(O)CCCC1 (stereo not drawn)	-8	-2%	2%	-1%	-12%	-10	1%	4%	0%
FC(F)(F)c1cccc(-c2ccc(-c3csnn3)o2)c1	0	-1%	-8%	-12%	0%	-2	-5%	3%	9%
CC(CNS(=O)(=O)c1ccccc1)Sc1ncccn1 (stereo not drawn)	17	-2%	7%	8%	0%	-1	14%	9%	?
CC(C)C1C(=O)N(Cc2cn(CCC3OCCO3)nn2)CCS(=O)(=O)N1Cc1ccc(-c2ccccc2)cc1 (stereo not drawn)	-18	nt	7%	-7%	0%	-4	-22%	-28%	nt
CC(NS(=O)(=O)c1ccccc1)C(=O)NCCc1ccccn1 (stereo not drawn)	1	1%	4%	15%	4%	6	8%	-2%	-1%
O=C(NCCN1CCCCC1)Nc1ccc(F)cc1F	0	-1%	-21%	12%	-11%	-10	10%	-20%	-1%
C=CCn1c(=O)/c(=C/c2ccsc2)s/c1=C(\C#N)C(=O)NCCN1CCOCC1	-29	11%	17%	0%	nt	-13	0%	nt	?
CC(C)(C)c1ccc(N2C(=O)CC(c3ccccc3)C2=O)cc1 (stereo not drawn)	-22	-4%	2%	?	6%	1	17%	-3%	0%
COC(=O)[C@@]12C[C@@H](CC(=O)N3CCOCC3)C(=O)N(CCc3ccc(OC)c(OC)c3)C1=CCC(C)(C)C2	-23	nt	0%	15%	6%	0	8%	-29%	nt
CCCc1[nH]nc2c1C(c1ccc(OC)c(CSC3=NCCS3)c1)C(C#N)=C(N)O2 (stereo not drawn)	-3	-2%	-22%	-22%	3%	-2	?	-3%	?
CC1(C(=O)N(CC(=O)NC2CCCC2)C2CCCC2)CC(=O)N=C2C=CC=CN21 (stereo not drawn)	-11	2%	6%	5%	-3%	-8	1%	-18%	2%
CCOC(=O)C1(NC(=O)CN2C(=O)c3ccccc3C2=O)CCCC1	5	0%	5%	20%	0%	1	19%	0%	0%
CCOc1ccc(NS(=O)(=O)c2ccc3[nH]c(=O)oc3c2)cc1	36	0%	2%	0%	1%	-3	5%	7%	-10%
CC1(C(=O)NS(=O)(=O)c2cccc(Cl)c2)CCN1C(=O)C1(c2ccc(Cl)cc2)CCC1 (stereo not drawn)	18	nt	0%	-17%	0%	-6	3%	-2%	nt
O=C(Cc1csc2nc(-c3ccc(F)cc3)cn12)NCc1ccccc1	nt	nt	2%	nt	7%	4	nt	17%	nt
O=C(C1CCCN(Cc2cccs2)C1)N1CCCCCC1 (stereo not drawn)	36	-3%	-5%	?	3%	-5	17%	10%	1%
COc1ccccc1Nc1nnc(SCC(=O)Nc2cc(C)on2)s1	0	0%[9.22 µM]	15%	-12%	12%	-6	-2%	7%	-2%
Cc1ccc(C(=O)Nc2cc3c(cc2N2CCCC2)n(C)c(=O)c(=O)n3C)cc1	nt	nt	2%	nt	6%	-6	nt	15%	nt
CC(C)(C)C(=O)NC1CCN(S(=O)(=O)c2ccc(C(F)(F)F)cc2)CC1	9	-1%	3%	1%	4%	3	12%	?	4%
NS(=O)(=O)c1ccc(CCNC(=O)CSc2nc3ccccc3c(=O)n2CCC(=O)N2CCCCC2)cc1	-17	-35%[inhibitor]	-12%	10%	5%	2	4%	-15%	0.73µM*
Clc1ccc2nc(-c3ccco3)c(Cc3ccsc3)n2c1	-15	nt	4%	?	0%	-11	?	11%	nt
Cc1cc2nn(-c3ccc(F)cc3)nc2cc1NC(=O)c1cccc([N+](=O)[O-])c1C	nt	nt	1%	nt	7%	5	nt	-4%	nt

Ordered by number of heavy atoms (falling): three of the compounds above
SMILES	IL1B secr inh	SW480 rereplic	HEK293 tox	HT1080-NT tox	KB-3-1 cytotox	D3 ag	HT1080 IDH1KD tx	KB-V1 MDR tox	MCF10A rerep
NS(=O)(=O)c1ccc(CCNC(=O)CSc2nc3ccccc3c(=O)n2CCC(=O)N2CCCCC2)cc1	-17	-35%[inhibitor]	-12%	10%	5%	2	4%	-15%	0.73µM*
CCOC(=O)C1(NC(=O)CN2C(=O)c3ccccc3C2=O)CCCC1	5	0%	5%	20%	0%	1	19%	0%	0%
CCOc1ccc(NS(=O)(=O)c2ccc3[nH]c(=O)oc3c2)cc1	36	0%	2%	0%	1%	-3	5%	7%	-10%

More compounds follow.
SMILES	IL1B secr inh	SW480 rereplic	HEK293 tox	HT1080-NT tox	KB-3-1 cytotox	D3 ag	HT1080 IDH1KD tx	KB-V1 MDR tox	MCF10A rerep
CCCC(=O)Nc1nnc(-c2ccc(Cl)s2)o1	7	-2%	-16%	-2%	0%	-10	-5%	-25%	8%
CCN(C(=O)Cn1c(SCC(=O)Nc2ccc(OC)cc2)nc2ccccc21)c1cccc(C)c1	nt	nt	6%	nt	-4%	-24	nt	0%	nt
Cc1ccc(-n2nnnc2C(=Cc2ccc(N(C)C)cc2)c2nnnn2-c2ccc(C)cc2)cc1	-24	-1%	19%	1%	-14%	-1	-12%	-25%	3%
CC1CCCN(C(=O)Cn2ncc3c([nH]c4ccccc43)c2=O)C1 (stereo not drawn)	nt	nt	-9%	nt	2%	8	nt	4%	nt
Fc1cccc(/C=N/N=C/c2cccc(F)c2)c1	-10	0%	1%	8%	13%	1	0%	4%	14%
COc1ccc2oc(=O)cc(CN(C)Cc3ccccc3)c2c1	-10	4%	16%	-12%	-21%	1	-15%	-13%	?
O=C(c1ccc(Br)cc1)c1sc(N2CCOCC2)nc1-c1ccccc1	-4	11%	0%[0.307 µM]	-20%	?	-8	-23%	?	16µM*
Cc1cccc(-n2c(SCC(=O)N3CCC(C(=O)O)CC3)nc3ccccc3c2=O)c1C	-5	21%	14%	-10%	-5%	-8	-2%	-11%	17%
COc1ccccc1-c1cc(C(=O)NCCc2ccccc2)no1	14	?	?	-23%	?	-24&-10	?	12µM*!	15µM*
COC(=O)/C=C1/SC(=NC(=O)c2ccccc2)NC1=O	-3	1%	10%	13%	6%	4	15%	0%	0%
COc1cccc(N=Cc2c[nH][nH]c2=O)c1	6	-3%	-13%	-22%	2%	2	?	18%	5%
